# Screens from PubChem.
# NR2E3 ag-1: NR2E3 agonists in two-hybrid cells, primary screen, cell-based, luminescence, CHO-S, Gal4-NCOR/VP16-NR2E3 | 360,000 compounds, 0.35% hits | luciferase | Photoreceptor-specific nuclear receptor (Homo sapiens), Q9Y5X4 | inhibition of corepressor binding, % at 3.98 µM | AID 602229, 2012;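 active means inhibition above the mean of all tested compounds plus 3 SD, cut at about 70% in these data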;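 further: 0% = DMSO with NR2E3 transfected cells and 100% = cells lacking NR2E3 construct; higher means lower luciferase signal from less NR2E3 corepressor binding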
# m5-HT2A agonist: mouse Htr2a agonists via beta-arrestin recruitment, primary screen, cell-based, luminescence | 5-hydroxytryptamine receptor 2A (Mus musculus), P35363 | CHO-K1 mHTR2A beta-arrestin complementation; percent of 30 µM serotonin response | activation, % at 7.6 µM | 360,000 compounds, 0.66% hits | AID 624169, 2012;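 active means activation above a run cutoff, the mean activation of all tested compounds plus 3 SD, cut at about 14% in these data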;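 further: 0% = plate median of compound wells and 100% = 30 µM serotonin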
# Target sequence (P35363 whole entry, looked up): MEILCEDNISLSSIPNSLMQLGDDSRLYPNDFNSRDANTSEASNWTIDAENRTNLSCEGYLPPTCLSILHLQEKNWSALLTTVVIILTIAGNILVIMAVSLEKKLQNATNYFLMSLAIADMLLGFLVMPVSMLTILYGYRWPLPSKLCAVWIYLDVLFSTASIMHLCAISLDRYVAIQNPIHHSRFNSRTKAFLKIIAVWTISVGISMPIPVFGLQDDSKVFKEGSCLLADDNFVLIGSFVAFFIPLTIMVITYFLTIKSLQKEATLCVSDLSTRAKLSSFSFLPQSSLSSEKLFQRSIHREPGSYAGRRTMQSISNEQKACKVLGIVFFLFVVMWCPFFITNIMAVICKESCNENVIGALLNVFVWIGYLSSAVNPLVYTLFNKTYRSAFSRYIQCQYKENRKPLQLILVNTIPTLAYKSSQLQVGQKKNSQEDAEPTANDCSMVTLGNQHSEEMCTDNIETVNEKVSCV
# Peg3 promoter: Peg3 promoter-driven luciferase inhibitors, primary screen, cell-based, HeLa, luciferase luminescence; inhibition, % at 20 µM; 360,000 compounds, 1.7% hits; AID 588405, 2011; HeLa PEG-Prom luciferase reporter, overnight;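 active means inhibition of at least 50% at 20 µM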
# NR2E3 ag-2: inhibitors of NR2E3-RetCOR corepressor binding, primary screen, NR2E3 agonist project, biochemical, TR-FRET, GST-NR2E3, biotin-RetCOR; inhibition of corepressor binding, % at 4.78 µM; 320,000 compounds, 0.12% hits; AID 2300, 2010; 1536-well;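 active means percent inhibition above the cutoff of mean plus 3 SD of all tested compounds, set per screening campaign, cut at about 20% in these data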;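 further: 0% = DMSO wells and 100% = biotin wells as full block of FRET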
#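 Assay system: NR2E3–RetCOR corepressor complex. Quantity: 1.35 nM GST-NR2E3. Buffer or medium: pH 7.5 Tris-based buffer. Reagent: biotinylated RetCOR corepressor at 7 nM final. Schedule: 5 h at 4 °C. Detection: TR-FRET, emission read at 617 and 671 nm. Replicates: one well per compound, singlicate testing.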
# H9c2 protect: cardioprotection against H2O2-induced cell death, primary screen, uHTS, H9c2 cells, ATPLite luminescence. protection from H2O2 cell death, % at 20 µM. 360,000 compounds, 0.63% hits. H9c2 cardiomyocytes, H2O2 injury protection, 2 h;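 active means compounds giving at least 50% protection of heart cells from peroxide-induced death in the single-dose screen, raw or plate-pattern-corrected value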;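 further: 0% = DMSO wells with peroxide and 100% = DMSO wells without peroxide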
# CaV13 ICDI inh: Disruptors of the CACNA1D IQ motif to Ca2+-dependent inactivation inhibitor domain association, primary screening, Förster resonance energy transfer in intact living …; inhibition, % at 12.3 µM; AID 743397; HEK cells, CFP/YFP FRET ICDI-IQ, plate reader, 10 min; percent FRET-ratio fall versus neutral wells; 340,000 compounds, 0.098% hits;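 active means mean replicate inhibition of at least 30% and at least 1% of replicates passing that level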;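 further: 0% = median of the neutral control wells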
# PDI turbidity: inhibitors of human PDI, primary screen, biochemical, turbidity, single point, plate reader; Protein disulfide-isomerase (Homo sapiens), P07237; PDI insulin aggregation turbidity, A650, 90 min; inhibition, % at 10 µM; 350,000 compounds, 0.052% hits; AID 588391, 2011;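 active means mean inhibition across replicates of 30% or more, whatever share of single replicates reach that level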;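 further: absorbance from insulin aggregation driven by PDI reduction with DTT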
# Target sequence (P07237 whole entry, looked up): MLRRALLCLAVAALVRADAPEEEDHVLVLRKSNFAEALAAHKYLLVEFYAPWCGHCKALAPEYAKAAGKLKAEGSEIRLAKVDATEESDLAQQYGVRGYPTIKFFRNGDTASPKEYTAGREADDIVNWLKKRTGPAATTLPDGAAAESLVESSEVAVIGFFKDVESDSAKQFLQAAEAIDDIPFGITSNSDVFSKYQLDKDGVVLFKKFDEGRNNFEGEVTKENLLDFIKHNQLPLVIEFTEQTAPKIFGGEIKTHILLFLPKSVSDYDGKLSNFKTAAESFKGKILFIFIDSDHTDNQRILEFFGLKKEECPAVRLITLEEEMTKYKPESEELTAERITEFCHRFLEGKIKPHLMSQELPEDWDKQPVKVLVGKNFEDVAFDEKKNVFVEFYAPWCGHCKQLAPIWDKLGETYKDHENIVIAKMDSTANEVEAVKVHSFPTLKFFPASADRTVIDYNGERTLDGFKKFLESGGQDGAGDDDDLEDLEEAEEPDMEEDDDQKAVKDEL
# MITF TRPM1 inh: inhibitors of MITF-dependent TRPM1 promoter reporter, primary screen, cell-based, SK-MEL-5, single point, luciferase; SK-MEL-5 TRPM1 promoter luciferase, 24 h; inhibition, % at 12.5 µM; 330,000 compounds, 0.83% hits;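 active means mean inhibition across replicates of 60% or more, whatever share of single replicates reaches that level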; further: values of inactives mirror those of a sister screen read the other way
# iPSC survival up: enhancers of single-cell hiPSC survival, primary screen, ATPlite luminescence; 100% = ROCK inhibitor wells, 0% = DMSO; AID 602274, 2012; 360,000 compounds, 0.044% hits; survival enhancement, % at 20 µM; in the data active means survival enhancement above about 18%;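 further: cells exposed to compounds for 16 hours before the ATP read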
# Shn3 inh set2: reduction of Shn3 3'UTR firefly luciferase signal, primary screen, Schnurri-3 inhibitor project, cell-based, Clone20 osteoblasts, set 2 | Clone20 osteoblast Shn3 3'UTR firefly luciferase, 24 h | inhibition, % at 12.5 µM | 360,000 compounds, 0.52% hits;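 active means mean inhibition of at least 75% with every replicate also reaching 75%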;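 further: 0% = median of neutral control wells and 100% = pilot-screen positive control compound; some compounds past the cut are filed as inactive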
# HIF-2a block: HIF-2a reporter inhibitors, primary screen, luminescence, 786-0 RCC cells; AID 624352, 2012; 786-0 RCC cells HIF-2a reporter, luciferase luminescence, overnight; 360,000 compounds, 0.72% hits; inhibition, % at 18.8 µM;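 active means inhibition of the luminescence signal of 40% or more relative to plate controls, in a single-dose primary screen at 18.75 µM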
# * hit, by the source's call; / = not tested or not shown. An unsorted share of the library; about 3.9% have a hit in one of these screens.
SMILES,NR2E3 ag-1,m5-HT2A agonist,Peg3 promoter,NR2E3 ag-2,H9c2 protect,CaV13 ICDI inh,PDI turbidity,MITF TRPM1 inh,iPSC survival up,Shn3 inh set2,HIF-2a block
CCc1cccc(NC(=O)CS(=O)Cc2nc(-c3ccc(C)cc3)oc2C)c1 (centres undefined),-16.1,2.3,-4.5,0.4,-15.5,-3.5,/,/,9.2,-8.8,-16.1
Cn1c(=O)n(C)c2cc([N+](=O)[O-])c(N3CCN(C(=O)c4ccccc4Br)CC3)cc21,8.8,1.3,8.4,2.2,-6.3,-4.2,-10.5,9.7,-1.9,58.0,24.6
CNC(=O)CSc1nnc(-c2ccc(S(=O)(=O)N3CCCC3)cc2)n1-c1cccc(C)c1C,-4.7,-1.5,7.5,0.2,-1.3,/,11.0,12.4,0.4,0.8,-4.5
CC(C)OC(=O)c1cccc(C(=O)Nc2cccc(NC(=O)c3cccc(C(=O)OC(C)C)n3)n2)n1,7.1,1.8,46.0,-1.2,35.1,-17.6,-7.5,0.2,8.3,28.1,12.0
CSc1nc2ccccc2nc1N(C)S(=O)(=O)c1ccc(C)cc1,3.9,-6.1,24.5,0.3,-8.1,-6.1,-1.6,3.3,-0.4,7.8,13.6
O=C(O)C1C2CCC(C2)C1C(=O)NCCCn1ccnc1 (centres undefined),19.6,3.9,11.2,-0.5,8.1,-5.3,-8.9,4.0,-2.8,5.4,5.6
Cn1cccc1C(=O)OCC(=O)NNC(=O)c1ccc([N+](=O)[O-])cc1,-10.4,-4.2,-16.3,/,3.2,-6.3,-8.4,4.1,0.1,0.6,-6.2
O=C(Nc1cccnc1)c1cc(-c2ccc3c(c2)OCO3)on1,11.0,0.4,3.3,-17.3,-14.1,-11.7,-5.5,-23.0,-2.2,-55.9,-171.2
COc1cc(CN2CCC(n3nccc3NC(=O)c3ccc4c(c3)OCO4)CC2)ccc1O,-13.0,-4.4,4.9,2.3,4.8,-6.5,11.2,-11.6,-0.5,5.0,17.9
NC(=O)Cn1c(=O)n(-c2ccccc2)c(=O)c2oc3ccccc3c21,17.2,0.8,6.5,3.8,6.4,-15.2,7.1,16.1,0.0,9.7,8.6
O=C1C2C3CCC(O3)C2C(=O)N1c1nccs1 (centres undefined),-11.4,-0.9,13.0,/,6.3,-8.6,8.6,4.0,-2.0,-11.4,10.1
CC(/C=N/NC(=S)Nc1cccc(S(=O)(=O)N(C)C)c1)c1ccccc1 (centres undefined),-25.3,-1.8,6.3,-0.6,-0.8,-4.0,0.4,3.2,-2.7,-13.2,5.6
CCOC(=O)C1(CCOc2ccccc2)CCN(Cc2ccc3c(c2)OCCO3)CC1,4.7,-7.1,21.5,-1.4,-12.9,10.7,14.7,2.9,-1.2,65.4,5.8
O=C(COC(=O)c1cc(Cl)ccc1O)NC(=O)NCc1ccccc1,0.5,6.3,-3.2,-6.1,-9.2,-14.5,2.2,-3.7,-2.9,-10.3,14.1
Cn1c(=O)c(=O)n(C)c2cc(S(=O)(=O)NCCN3CCN(c4ccccc4F)CC3)ccc21,-5.8,-1.4,20.7,1.3,5.4,-2.1,7.9,-3.2,0.9,-2.4,10.0
O=C(CSc1nc2nc(-c3cccs3)cc(C(F)(F)F)c2c(=O)[nH]1)Nc1c(F)c(F)c(F)c(F)c1F,2.1,0.0,38.9,7.3,-24.5,-1.2,5.7,21.5,2.4,17.9,-22.6
CC1CN(S(=O)(=O)N2CCOCC2)CCN1S(=O)(=O)N1CCOCC1 (centres undefined),-20.7,-2.0,0.7,0.4,11.1,-6.4,-51.3,5.4,0.7,12.2,17.5
O=C(c1ccccc1)C1CCN(C(=O)C2CCC(=O)N(Cc3ccccc3F)C2)CC1 (centres undefined),4.1,-0.9,2.8,3.4,-5.5,-6.3,0.3,-2.0,0.2,3.5,-15.0
CN1CCN(S(=O)(=O)c2ccc(NC(=O)c3ccccc3F)cc2)CC1,-11.6,4.4,3.6,0.7,-2.8,-4.2,22.7,1.7,0.7,-10.4,-6.1
COC(=O)CNC(=O)c1cccc(Cl)c1,3.0,1.9,-7.5,5.5,1.6,-1.4,4.3,/,0.3,7.2,11.6
Cc1ccc(CN2CCC(C(=O)NCCC(C)C)CC2)o1,-14.3,-0.2,9.5,1.4,-4.8,-0.5,-6.3,8.8,0.0,-1.6,9.9
COc1ccc(C(=O)C(C)OC(=O)CNC(=O)c2ccco2)cc1 (centres undefined),0.5,8.3,3.1,/,6.6,-2.2,-2.2,-3.1,0.6,-8.8,3.5
COc1cccc(OCCOc2ccc(/C=C3/SC(=S)NC3=O)cc2)c1,-21.7,5.2,20.3,1.9,-18.3,-20.1,-5.1,1.7,0.0,12.3,0.1
CC(=O)c1c(C)n([O-])c2ccc(C)cc2[n+]1=O,7.5,2.0,-0.5,-1.5,-2.1,-6.9,-4.9,18.6,-2.8,-12.0,16.9
CN1C=C/C(=C\c2cc[n+](C)c3ccccc23)c2ccccc21,-8.7,-0.8,10.7,/,-24.2,-18.9,-3.0,76.8*,-4.5,69.1,-12.7
Cc1[nH]n(-c2ccc(F)cc2)c(=O)c1/C=N/c1sc2c(c1C#N)CCCC2,-37.7,0.4,3.3,-0.3,-12.7,/,0.7,-4.8,-2.5,-0.8,8.2
Nc1ccc2c(c1)Nc1ccccc1CC2,-4.8,6.1,-30.2,-1.8,-3.9,-4.6,-12.2,8.5,-0.2,-32.9,-29.8
CC(OC(=O)c1cccc(O)c1)C(=O)N(C)Cc1ccccc1 (centres undefined),2.7,-1.6,-3.6,0.8,1.5,-3.8,-1.1,14.5,-0.2,-20.7,4.5
O=C(CC1C(=O)NCCN1Cc1ccc(F)cc1Cl)NC1CCCCCCC1 (centres undefined),5.3,-1.5,13.6,1.5,-0.9,-6.5,1.8,2.8,1.3,-14.9,7.3
COc1ccc(/C=C(/CC(=O)Nc2ccccc2)c2nc3ccccc3s2)cc1,-5.8,-2.6,-147.7,0.3,-3.1,-6.4,2.3,-9.9,-2.0,-43.9,-133.7
O=C(NNS(=O)(=O)Cc1ccccc1)c1ccc([N+](=O)[O-])cc1,0.7,2.9,0.8,-1.2,3.8,-4.9,1.2,3.0,-0.3,-0.6,10.6
CC(C)C(NC(=O)c1ccccc1F)C(=O)NCCCn1ccnc1 (centres undefined),-1.7,6.1,5.0,/,2.1,-1.8,16.6,-15.3,-1.8,-2.4,11.7
O=C(Nc1cccc(Cl)c1)NC1CCCCC1,-72.4,-8.6,-165.5,3.0,-7.3,-3.8,-5.3,-31.7,-1.1,-28.4,-155.2
CCCCOc1ccc(C2CC(=O)NC2=O)cc1 (centres undefined),-8.9,2.5,-24.9,2.6,1.1,-3.2,3.6,-1.3,1.8,-28.7,-18.3
CC[C@H](NC(=O)/C=C/[C@H]1O[C@@H](n2cc(C)c(=O)[nH]c2=O)C[C@@H]1O)c1ccccc1,13.0,-0.8,4.5,/,0.5,-4.8,/,/,10.6,5.9,2.8
C=Cn1cc[n+](CC(=O)c2cccs2)c1,-7.8,3.4,2.8,-1.3,1.6,-1.9,-2.0,8.4,-0.5,2.4,15.3

# Just MITF TRPM1 inh, Peg3 promoter and H9c2 protect, for some of the entries so far:
structure | MITF TRPM1 inh | Peg3 promoter | H9c2 protect
O=C1C2C3CCC(O3)C2C(=O)N1c1nccs1 (centres undefined) | 4.0 | 13.0 | 6.3
O=C(COC(=O)c1cc(Cl)ccc1O)NC(=O)NCc1ccccc1 | -3.7 | -3.2 | -9.2

# Next structures follow:
SMILES,NR2E3 ag-1,m5-HT2A agonist,Peg3 promoter,NR2E3 ag-2,H9c2 protect,CaV13 ICDI inh,PDI turbidity,MITF TRPM1 inh,iPSC survival up,Shn3 inh set2,HIF-2a block
O=C(Cn1cc(COc2cc(F)cc(F)c2)nn1)c1ccc(O)cc1,-8.5,-0.6,-9.8,/,7.0,-5.6,7.7,-8.1,7.1,-12.6,-12.2
CCOc1ccccc1NC(=O)CSc1nnnn1C1CCCC1,-18.3,5.1,17.5,0.2,-1.5,-4.4,7.5,8.3,0.1,10.7,6.8
Cc1cccc(NC(=S)N(C)C2(c3ccccc3Cl)CCCCC2=O)c1 (centres undefined),-11.9,-1.5,3.2,-3.4,-19.4,-4.6,-3.5,-7.0,1.0,0.1,16.5
COc1ccc(-c2c(=O)n(OCc3nc4ccccc4[nH]3)c3ccccc3[n+]2[O-])cc1,-54.3,0.7,-41.8,-0.8,2.2,-4.8,0.5,-48.1,0.0,-43.6,-89.0
COc1cc2c(cc1OC)CN(C(=O)CSc1ccc(F)cc1)CC2,-2.2,-2.5,-1.9,0.1,-7.1,-1.9,-1.1,-1.1,-0.3,1.4,-15.5
CCNC(=O)C1(C)CCN(C(=O)c2ccc(F)c(Cl)c2)C1 (centres undefined),-8.0,-2.0,-1.9,/,-4.6,-6.5,-1.4,/,1.6,-6.5,3.3
COc1cc2c(cc1OC)C(C(=O)N1CCN(c3ccccc3)CC1)C(c1cccs1)N(C)C2=O (centres undefined),-34.7,4.2,9.2,1.0,6.1,-3.9,0.0,2.6,2.6,11.4,1.5
O=C(O)c1ccccc1C(=O)Nc1ccccc1,13.9,-0.5,5.8,8.3,11.9,-5.5,-3.8,2.7,1.4,-8.1,1.3
O=C(Cc1cccc2ccccc12)Nc1cc(Cl)ccc1C(=O)O,23.9,5.4,11.0,6.6,7.0,-19.4,2.1,5.9,0.2,23.8,7.0
CCN(CC(=O)Nc1c(F)cccc1F)C(=O)Cc1ccc(S(=O)(=O)N2CCOCC2)s1,2.4,-1.0,6.9,/,-0.4,-5.7,-0.2,1.5,0.1,-3.3,-5.7
Cc1ccc2nc(-c3ccc(O)cc3)c(Nc3ccc4c(c3)OCCO4)n2c1,-67.4,5.8,-70.6,6.4,5.0,-10.7,/,/,-2.0,-5.8,-68.9
CCC(C)NC(=O)CN(C1CCCCC1)S(C)(=O)=O (centres undefined),-8.8,1.4,3.2,4.3,-3.6,-1.9,2.9,3.9,0.9,5.1,18.8
CC(C)[C@H](NC(=O)OCc1ccccc1)C(=O)N[C@@H](Cc1c[nH]c2ccccc12)C(=O)O,-17.4,0.6,-1.4,2.1,-1.9,-10.9,7.0,-6.9,-0.8,-5.4,16.6
